# Source: PubChem BioAssay
# KDM5B inh: Primary screen for KDM5B Histone Demethylases FDH-coupled qHTS; Lysine-specific demethylase 5B (Homo sapiens), Q9UGL1; KDM5B demethylase, FDH-coupled NADH fluorescence (FDH is formaldehyde dehydrogenase); Potency, µM (titrated, usually from 57.7 µM), without a hit: at the top dose activity change, negative = inhibition, usual class: inhibitors; 220,000 tested, 2.6% active; active means well fitted inhibition curve with a large enough effect; inconclusive means small, poorly fitted or top-dose-only effect; inactive means no such curve, though single readings can be large or run the other way; further: 0% is about no effect; nearly all actives have a fitted effect of over 70% in size
# Target sequence (Q9UGL1 whole entry, looked up): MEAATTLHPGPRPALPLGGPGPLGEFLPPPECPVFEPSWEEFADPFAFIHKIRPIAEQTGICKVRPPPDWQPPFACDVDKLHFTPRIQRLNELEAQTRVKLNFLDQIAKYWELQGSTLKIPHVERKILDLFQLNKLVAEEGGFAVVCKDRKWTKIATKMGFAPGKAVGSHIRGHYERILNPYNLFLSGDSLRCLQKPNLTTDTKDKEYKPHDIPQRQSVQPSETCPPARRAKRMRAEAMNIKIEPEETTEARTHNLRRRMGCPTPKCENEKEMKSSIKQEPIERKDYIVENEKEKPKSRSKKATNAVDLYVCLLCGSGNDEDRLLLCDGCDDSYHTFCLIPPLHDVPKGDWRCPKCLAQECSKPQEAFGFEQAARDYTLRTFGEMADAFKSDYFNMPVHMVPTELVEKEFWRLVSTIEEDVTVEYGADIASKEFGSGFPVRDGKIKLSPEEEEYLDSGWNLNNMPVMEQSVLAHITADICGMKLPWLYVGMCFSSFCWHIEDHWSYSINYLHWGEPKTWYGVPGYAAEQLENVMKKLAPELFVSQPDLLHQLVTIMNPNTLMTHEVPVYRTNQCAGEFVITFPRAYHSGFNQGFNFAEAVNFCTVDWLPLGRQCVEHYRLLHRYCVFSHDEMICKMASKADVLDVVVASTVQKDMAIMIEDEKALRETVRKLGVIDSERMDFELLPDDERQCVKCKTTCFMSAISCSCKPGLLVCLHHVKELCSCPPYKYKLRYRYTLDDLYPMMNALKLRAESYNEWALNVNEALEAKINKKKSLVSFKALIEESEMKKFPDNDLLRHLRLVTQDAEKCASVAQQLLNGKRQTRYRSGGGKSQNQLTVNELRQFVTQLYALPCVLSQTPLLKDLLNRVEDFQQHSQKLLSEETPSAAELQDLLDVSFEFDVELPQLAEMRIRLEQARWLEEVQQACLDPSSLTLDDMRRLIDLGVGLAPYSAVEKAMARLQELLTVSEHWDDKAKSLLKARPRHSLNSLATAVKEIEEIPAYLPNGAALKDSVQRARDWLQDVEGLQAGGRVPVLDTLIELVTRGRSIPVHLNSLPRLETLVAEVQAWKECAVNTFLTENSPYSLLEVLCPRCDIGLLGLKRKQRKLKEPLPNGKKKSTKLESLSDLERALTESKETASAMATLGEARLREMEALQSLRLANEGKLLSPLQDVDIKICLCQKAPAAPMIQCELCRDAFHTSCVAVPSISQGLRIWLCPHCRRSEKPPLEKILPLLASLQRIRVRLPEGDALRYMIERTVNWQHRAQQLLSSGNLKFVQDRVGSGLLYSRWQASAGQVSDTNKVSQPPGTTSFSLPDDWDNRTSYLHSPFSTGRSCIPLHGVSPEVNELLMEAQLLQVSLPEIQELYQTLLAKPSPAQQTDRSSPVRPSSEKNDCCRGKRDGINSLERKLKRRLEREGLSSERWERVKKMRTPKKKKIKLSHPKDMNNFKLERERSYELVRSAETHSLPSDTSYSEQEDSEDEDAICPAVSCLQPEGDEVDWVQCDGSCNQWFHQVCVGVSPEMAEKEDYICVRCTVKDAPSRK
#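 Compound dilutions met 200 nM (final) KDM5BΔAP for 10 min at room temperature before substrate addition. The substrate mix held 12.5 µM H3K4me3 with cofactors 25 µM α-ketoglutarate and 50 µM Fe²⁺. NADH signal gain over 30 min defined activity.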
# Numbers without * were called inactive; ? = inconclusive; [ ] = another dose, or the depositor's remark. Potency means the concentration at half of the fitted maximal effect. A portion of the library, so the mix of outcomes need not match the whole.
molecule | KDM5B inh
Cc1nc(N2CCN(c3ccccc3O)CC2)c2c(-c3ccccc3)csc2n1 | -34%
CCOC(=O)c1ccc(N2C(=O)c3n[nH]c(C)c3C2c2ccccc2OC)cc1 (stereo not given) | ?
O=C(Cc1c(O)c2ccccc2oc1=O)c1ccc(C(F)(F)F)cc1 | 24%
CC1CCC2(CC1)OCC(C(=O)NCc1ccccc1)N2C(=O)c1ccc(Cl)c(Cl)c1 (stereo not given) | 3%
CN1C(=O)c2ccccc2CC12CN(C(=O)c1ccc(Cl)cc1)C2 | -12%[149 µM]
COc1cccc(CNC(=O)C(c2ccc(F)cc2)N(C)C)c1OC (stereo not given) | 17%
COc1ccc(Cn2c(C3CCN(C(=O)c4ccc(OC)cc4)CC3)n[nH]c2=O)cc1 | 7%
Cc1nc(Nc2nc(C(C)C)cc(=O)[nH]2)nc2c(C)cccc12 | 16%
COCCCNC(=S)NNC(=O)CSCc1ccccc1 | -9%
O=C(/C=C/c1cccc(O)c1)c1ccc(F)cc1 | ?
CCCCn1c(=O)[nH]c(=O)c2c1nc(CSc1nnnn1C1CCCC1)n2C | 7%
CS(=O)(=O)N1CCCN(C(=O)c2ccsc2)CCNC(=O)CC1c1ccccc1 (stereo not given) | -10%
COc1cc(C(C(=O)NC(C)(C)C)N(C(=O)CNC(=O)c2cccs2)c2cccnc2)cc(OC)c1OC (stereo not given) | 37%
O=C(C1CC1)N1CCC(c2nn(-c3ccc(F)cc3)c(=O)[nH]2)CC1 | -21%[86.2 µM]
COC(=O)c1ccc2nc(C[C@@H]3C[C@@H](C(C)C)[C@H](CN)C=C3C)[nH]c2c1 | -2%[86.2 µM]

# More results
molecule | KDM5B inh
Cn1nc(C2CCCN2)c2c(C(=O)NCc3ccc(F)cc3)cc(C3CC3)nc21 (stereo not given) | 79µM*
Cn1c(=O)c2c(nc(CN3CCN(Cc4ccccc4)CC3)n2CCc2ccccc2)n(C)c1=O | 11%
CC1=C[C@@H](CNS(=O)(=O)c2ccccc2)[C@H](C(C)C)C[C@H]1Cc1nc2ccncc2[nH]1 | -26%[86.2 µM]
O=c1cc(C(F)(F)F)[nH]c(=S)[nH]1 | 5%
Cc1noc([C@@H]2CC(F)(F)CN2C(=O)c2ocnc2C)n1 | -7%
COc1ccc(CN2CC(Oc3ccccc3C(=O)NCc3ccccc3)C2)c(OC)c1 | -14%
CCNC(=O)N1Cc2[nH]cnc2C[C@H]1C(=O)NCc1ccccc1 | 17%[86.2 µM]
Cc1ccc2c(C)c(C(=O)N(C)CCOc3ccccc3)oc2c1C | -10%
CNS(=O)(=O)c1ccc(Nc2c(C)nn(C)c2C)c([N+](=O)[O-])c1 | -18%
O=C(C1CCOCC1)N1CCC(N2C(=O)C(OCC3CC3)C23CCCCC3)CC1 (stereo not given) | -5%
CCOC(=O)c1nnc2c(-c3ccc(OC)cc3)c(C)nn2c1N | -17%
O=C1CC(NS(=O)(=O)N2CCCC2)CN1Cc1ccc(F)cc1 (stereo not given) | 31%[activator]
COC(=O)c1cc(-c2ccc(S(=O)(=O)N3CCCC3)cc2)c(C(F)(F)F)s1 | -23%
CCOc1ccc(S(=O)(=O)N2CCN(C(C(=O)O)c3c[nH]c4cc(Cl)ccc34)CC2)cc1 (stereo not given) | -3%
Cc1ccc(-c2cnc(CCC(=O)Nc3cccc(C)c3C)o2)cc1 | 18%

# Entries listed so far that bear a hit mark in KDM5B inh:
molecule | KDM5B inh
Cn1nc(C2CCCN2)c2c(C(=O)NCc3ccc(F)cc3)cc(C3CC3)nc21 (stereo not given) | 79µM*

# Further records.
molecule | KDM5B inh
COCCNC(=O)C[C@@H]1C[C@H]2O[C@H](CNCc3ccccc3OC(F)(F)F)[C@@H](O)[C@H]2O1 | 23%
COc1ccc(CN2C[C@@H]3[C@H](C2)N(CC(C)C)C(=O)C(C)(C)[S+]3(=O)[O-])cc1O | 4%[86.2 µM]
Cc1cccc(C(=O)Nc2ccc(-c3nc4cc(C(C)C)ccc4o3)cc2)c1 | ?
Cc1cccc(Cn2cc3c(=O)n(CC(=O)Nc4c(C)cccc4C)nc-3c3cc(F)ccc32)c1 | -3%
CC(C)=C(C#N)c1nc2ccccc2[nH]1 | ?
CCC(Sc1nnc2c(Cl)cc(C(F)(F)F)cn12)C(=O)Nc1cc(C)on1 (stereo not given) | -14%
Cc1noc(C)c1-c1cc2c(cc(C)n2C)c(N2CCN(c3ccccn3)CC2)n1 | 32µM*
O=C(NCc1cccs1)c1ccc2c(c1)N(Cc1ccccc1Cl)C(=O)c1ccccc1S2 | -6%
Cc1cccc(-c2nc3scc(CCNS(=O)(=O)c4c(C)noc4C)n3n2)c1 | -26%
O=C1c2c(nc(CNCc3cccc(Cl)c3)n2Cc2ccccc2)NCCN1Cc1ccccc1 | ?
Cc1ccccc1-c1cccc(CCOc2cnc3c(ccn3CC(=O)O)c2)c1 | 40µM*
Cc1[nH]c2ccc(F)cc2c1CC(=O)NCC(C)(C)CN(C)C | -13%
Cc1cccc(Cl)c1NC(=O)N1CCC2(CCCN(C(C)C)C2=O)C1 (stereo not given) | 6%
COC(=O)c1ccc(C(=O)OC)c(NC(=O)CCS(=O)(=O)Cc2ccccc2)c1 | ?
CCOC(=O)c1ccccc1NC(=O)CN1C(=O)CC(c2ccco2)Sc2ccccc21 (stereo not given) | ?

# (next part)
molecule | KDM5B inh
Cc1oc(-c2ccccc2)nc1CC(=O)NCC1CN(C)CCO1 (stereo not given) | 13%
CCOC(=O)c1c(NC(=O)CCN2CCC(C)CC2)sc2c1CC(C)(C)OC2 | -11%
CC(C)(C)OC(=O)N1CCC(c2c(C(=O)NCCc3ccccc3)cnn2-c2ccc(F)cc2)CC1 | -2%
CCCn1c(C)cnc1CC1CCCN(S(=O)(=O)CCC)C1 (stereo not given) | 1%
CCOC(=O)CCNC(=O)CCNC(=O)C(c1ccccc1)c1ccccc1 | 37%
O=C(CN1CC2CC(C1)[C@H]1CCCC(=O)N1C2)N1CCC(N2CCCCC2)CC1 (stereo not given in full) | -12%
Cc1ccc(C(=O)Nc2sc3c(c2C(=O)N2CCN(C)CC2)CCCCC3)cc1 | 5%
CCn1cc(/C=C(\NC(=O)c2cc(OC)c(OC)c(OC)c2)C(=O)NCCCn2ccnc2)c2ccccc21 | -14%
CCn1c(CCNC(=O)c2ccccc2F)nnc1SCC(=O)N1CCN(c2ccccc2)CC1 | 18%
O=C(COC(=O)c1cccc(F)c1)c1ccc([N+](=O)[O-])cc1 | -15%
Cc1ccc(S(=O)(=O)C(CNC(=O)c2ccc(C(F)(F)F)cc2)c2ccco2)cc1 (stereo not given) | -13%
c1ccc(CN2Cc3[nH]cnc3C[C@H]2c2nc(-c3ccccn3)no2)cc1 | ?
CCn1c(SCc2c(F)cccc2Cl)nc(=O)c2c(C(=O)OC)cc(C3CC3)nc21 | -7%
COc1ccc(Nc2ccc(N3C(=O)CC(C)C3=O)cc2[N+](=O)[O-])cc1OC (stereo not given) | -14%
COC(=O)c1cc2oc3ccccc3c2n1Cc1c(F)cccc1Cl | -74%

# The list goes on.
SMILES | KDM5B inh
CS(=O)(=O)c1cccc(C(=O)Nc2ccc(N3CCOCC3)cc2)c1 | -12%
CC(=O)c1cc(CN2CCC(CO)(Cc3ccccc3Cl)CC2)cs1 | 26%
CCOC(=O)c1c(C)[nH]c(C)c1S(=O)(=O)N1CCCC(C(=O)Nc2ccc(C)c(N(C)C)c2)C1 (stereo not given) | ?
FC(F)(F)c1cccc(/C=C(/Cl)c2nc3ccccc3[nH]2)c1 | 46%[activator]
Cc1ccc(NC(c2ccc(Cl)cc2)c2nnc(-c3cccc(F)c3)o2)cc1C (stereo not given) | 11%
Cc1ccccc1[C@H]1C[C@@H](O)[C@@H](O)[C@@H]1NC(=O)c1cccnc1Oc1ccccc1 | -30%[86.2 µM]
CC(C)=C/C(C)=N/Nc1ccc(S(N)(=O)=O)cc1[N+](=O)[O-] | 16%
COCC(=O)N(C1CCOCC1)C1CCN(C(=O)c2ccccc2F)CC1 | -1%
N#CC(C(=S)Nc1ccccc1)c1nc2ccccc2[nH]1 (stereo not given) | -2%
CN(CCN1CCCCCC1)C(=O)c1cc(COc2ccccc2)[nH]n1 | 9%
COc1ccc(CC(=O)NC(C)c2nnc(SCC(=O)c3ccc(OC)cc3)n2C)cc1 (stereo not given) | -4%
COc1ccc2c(c1)CCC/C2=N\OC(=O)c1cc(Cl)ccc1SC | -9%
COc1ccc(-c2csc3nc(-c4ccc(F)cc4)oc(=O)c23)cc1OC | -16%
CCCOc1ccc(C(=O)Nc2nonc2-c2ccc(OCC)cc2)cc1 | -38%
CCOC(=O)c1cnc2ccc(OCC)cc2c1Nc1ccccc1OC | 10%
O=C(c1cc(COc2ccc(F)cc2Cl)on1)N1CCN(C2CCCC2)CC1 | -16%
CCN1CCc2c(sc(NC(=S)NC(=O)c3ccc(Cl)cc3)c2C(N)=O)C1 | -3%
CC(=O)c1ccc(Nc2cc(C)nc3nc(Cc4ccc(Cl)cc4)nn23)cc1 | -24%
Fc1ccc(-c2ccc(CNCc3ccco3)o2)cc1 | ?
O=C(Nc1ccc(F)cc1F)N1CCc2c(sc3c2CCCC3)C1c1ccc(F)cc1 (stereo not given) | -14%
N#Cc1ccc(/C=N/N=C(N)N)cc1 | 15%
Cc1cc(Nc2cccc(Cl)c2)nc2ccc(NC(=O)CCC3CCCC3)cc12 | ?
O=C(c1ccco1)N1CCN(C(=O)C2CCN(c3nnc(N4CCCCC4=O)s3)CC2)CC1 | 10%
CC(C)c1ccc(CN2C[C@@H]3[C@H](C2)N(CCOc2ccccc2)C(=O)C(C)(C)[S+]3(=O)[O-])cc1 | -19%
CC(C)OCCCNC(=O)CN1CC2CC(C1)[C@H]1CCCC(=O)N1C2 (stereo not given in full) | 7%
C=CCNC(=O)c1ccc2ccnn2c1 | 32µM*
O=C(NC[C@H]1O[C@@H](CO)[C@@H](O)[C@H]1N1CCN(c2ccccc2)CC1)Nc1ccc(F)cc1F | ?
COc1ccc(Nc2nc(-c3cccc(OC)c3)no2)cc1 | -4%
CN1CC(=O)N(c2ccc(Cl)cc2)Cc2c(NCc3ccc(F)cc3)ncnc21 | -8%
O=C1CC(c2nc3ccccc3n2CCCOc2ccccc2)CN1c1ccc(F)cc1 (stereo not given) | -24%

# The results go on:
SMILES | KDM5B inh
Cc1ccc(CN(C)C(=O)Cc2c(C)nc3ccccc3c2C)o1 | -13%
O=C(O)CCC(=O)N1C[C@@H]2OCC(=O)N(Cc3ccccc3)[C@@H]2C1 | ?
O=C(CCCCCCCC(=O)N/N=C/c1ccc(Cl)cc1)N/N=C/c1ccc(Cl)cc1 | 3%
Cc1scc(C(=O)N2CCCC3(CCOC3)C2)c1-c1ccccc1 (stereo not given) | 4%
COc1ccccc1C(=O)Nc1c(C(=O)Nc2ccc(C)cc2)oc2ccccc12 | 7%
Cc1ccc(N=c2scc(-c3ccccc3)n2-c2ccc(C)cc2)cc1 | 6%
CN(C)C1(Cc2cc(-c3ccc(F)cc3)on2)COC1 | 1%[115 µM]
O=C(c1n[nH]c(=O)c2ccccc12)N1CCN(S(=O)(=O)c2ccccc2)CC1 | -8%
CN1CCCC2(CCN(C(=O)c3cc(=O)[nH]c4ccc(F)cc34)C2)C1=O (stereo not given) | 25µM*
COc1ccc(NC(=O)c2cc(=O)[nH]c3ccccc23)cc1 | -11%
COc1cc(/C=C(/C#N)C(=O)c2ccccc2)cc(Cl)c1O | ?
Cc1cc(O)c(C(=O)/C=C/c2ccc(Cl)cc2)c(=O)o1 | ?
Cc1ccc(C)c(OCCn2cc(C(=O)c3cccs3)c3ccccc32)c1 | ?
O=C(NCc1ccncc1)c1nc(-c2ccc3[nH]ccc3c2)no1 | -9%
Cc1ccc(OC(C)C(=O)NC2CCCC2)c(C)c1 (stereo not given) | -2%
O=C(Nc1c(NC2CCCCC2)c2ccccc2oc1=O)c1ccccc1Cl | 14%
NNC(=O)c1c[nH]c2ccc(OCc3ccccc3)cc12 | 24%
Cc1ccc(Nc2nc(-c3ccc(S(=O)(=O)N4CCOCC4)cc3)cs2)cc1Cl | -73%
CCOC(=O)C1CCN(C(=O)c2ccc3c(c2)sc2nc(-c4ccc(OC)cc4)cn23)CC1 | ?
CC(C)CN(C(=O)CN(C)C(=O)Cc1ccc(Cl)cc1)c1c(N)n(CC(C)C)c(=O)[nH]c1=O | 29%
CCc1cc(=O)[nH]c(SCc2nc(-c3cccc(Cl)c3)no2)n1 | -10%
Cc1ccc(CNC(=O)c2ccc(CSCc3c(F)cccc3Cl)o2)cc1 | -19%
Nc1c(C(=O)Nc2ccccc2)nnn1Cc1ccc(F)cc1Cl | -24%
Cc1oc(-c2cccc(Cl)c2)nc1CN1CCC(C(=O)NC(C)C)CC1 | -6%
COc1ccc(-c2cc(-c3ccccc3O)cn3cncc23)cc1 | 3.5µM*

# In the list so far, two have a tert-butyl group:
SMILES | KDM5B inh
COc1cc(C(C(=O)NC(C)(C)C)N(C(=O)CNC(=O)c2cccs2)c2cccnc2)cc(OC)c1OC (stereo not given) | 37%
CC(C)(C)OC(=O)N1CCC(c2c(C(=O)NCCc3ccccc3)cnn2-c2ccc(F)cc2)CC1 | -2%

# In a second layout: four of the compounds above
Cc1ccc(CNC(=O)c2ccc(CSCc3c(F)cccc3Cl)o2)cc1
  KDM5B inh = -19%
Nc1c(C(=O)Nc2ccccc2)nnn1Cc1ccc(F)cc1Cl
  KDM5B inh = -24%
Cc1oc(-c2cccc(Cl)c2)nc1CN1CCC(C(=O)NC(C)C)CC1
  KDM5B inh = -6%
COc1ccc(-c2cc(-c3ccccc3O)cn3cncc23)cc1
  KDM5B inh = 3.5µM*
